Compound activity: PubChem BioAssay, Small Molecule Screening Facility, UW Madison
PriA SSB inh = K. pneumoniae PriA-SSBct interaction inhibition | AlphaScreen SSBct-PriA binding, biotinylated peptide | inhibition, % at 33 µM | 430,000 compounds, 0.6% hits | AID 1272365; in the data active = inhibition mostly above about 37%, no sharp cut-off; inactive = mostly below about 20%;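 note: plate controls were negative control peptide for no effect and reference peptide for full effect; strong numbers were not always called active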
* hit, by the source's call; & = joins results of further samples. These rows are one share of the data; the hit share may differ from the screen's.

SMILES	PriA SSB inh
CC(=O)N1CCc2c(sc(NC(=O)CCSc3ccc(F)cc3)c2C#N)C1	0
CON=Cc1ccc(Sc2ccccc2)c([N+](=O)[O-])c1	55*
C=CCn1c(SCC(=O)Nc2ccc(Cl)c(C(F)(F)F)c2)nc2scc(-c3ccc(C)o3)c2c1=O	-2
O=S(=O)(c1ccc(F)c(Cl)c1)N1CCN(c2ccc(-c3ccccc3)nn2)CC1	-1
NC(=O)C1CCN(C(=O)Cn2cnc(-c3ccccc3)cc2=O)CC1	-2
CC1C(=O)NCCN1C(=O)c1ccc2c(c1)OCO2 (stereo not given)	-9
CN1CCN(N=Cc2ccc(N(C)c3ccccc3)cc2)CC1	9
CN(C)c1cccc(C(=O)N2CCOC(c3cc(Cl)cc(Cl)c3)C2)c1 (stereo not given)	-18
O=C1NCCc2c(OCc3ccc(C(F)(F)F)cc3)cccc21	-13&0
Cc1nc(Nc2ccc(NC(=O)c3ccc(S(=O)(=O)N(C)C)cc3)cc2)cc(-n2ccnc2)n1	-26
Cc1ccc(F)cc1NC(=O)Cn1cnc2c(sc3cccc(Cl)c32)c1=O	7
CN1C=NS(=O)(=O)c2ccccc21	-3
CN(C)c1ccc(/C=C/C=NNc2nc(N3CCOCC3)nc(N3CCOCC3)n2)cc1	10
S=c1[nH]nc(-c2cccs2)n1N=Cc1cn(-c2ccccc2)nc1-c1cccs1	4
O=C(CSc1nc(CC(=O)N2CCN(c3ncccn3)CC2)cs1)c1ccccc1	-8
CCn1ncc(C=NNS(=O)(=O)c2ccc(Cl)cc2)c1C	-4
CCc1cnc2c(c1NCc1ccc3c(c1)OCO3)c(=O)n(C)c(=O)n2C	8
O=C(Nc1nnc(CSc2ccccc2)o1)C1CCCCC1	-7
COc1ccc(C=NNC(=O)CNC(=O)c2ccc3c(c2)OCCO3)c(C(=O)O)c1OC	-12
Cn1cc(S(=O)(=O)N2CCCN(C(=O)Nc3ccccc3Cl)CC2)cn1	-26
Cc1cc(C(=O)N2CCN(c3ccc(-c4noc(C(F)(F)F)n4)cn3)CC2)c(C)o1	-6
O=C(Nc1ccc(Cl)c2ncsc12)c1cccc(C(F)(F)F)c1	-16&-14
CCOc1ccc(C(=O)Nc2ccc3c(c2)CN(S(=O)(=O)c2cccs2)CC3)cc1	2
CN1CCC(N(C)C(=O)CCCSc2ccc(NC(=O)c3cccs3)nn2)CC1	-10&-7
O=C(OCc1nc2ccccc2s1)c1ccc([N+](=O)[O-])s1	10

Next section.
SMILES	PriA SSB inh
CC1CCc2cc(F)ccc2N1C(=O)C1CN(C(=O)c2ccc3c(c2)OCO3)C1 (stereo not given)	-5
Cc1nnc(NC(=O)CN2CCc3nc(NC(=O)c4ccsc4)sc3C2)s1	3
Cc1cccc(NC(=O)c2cccn(Cc3ccc(F)cc3)c2=O)n1	-13
CCOC(=O)c1c(NC(=O)c2ccc([N+](=O)[O-])s2)sc2c1CCCCC2	5
CCn1cc(NC(=O)NCCCN2CCCC2=O)c2ccccc21	-8&6
CC(=O)Nc1ccc(S(=O)(=O)Nc2ccc3c(c2)N(C(=O)C(C)(C)C)CC3)cc1	-13
CC(Oc1ccccc1F)C(=O)Nc1cc(-n2cccn2)ncn1 (stereo not given)	-14
O=C(NCc1ccccn1)c1ccc(Cn2cnc3ccccc32)o1	5
Cc1onc(-c2ccccc2)c1C(=O)NN=Cc1ccc(O)c([N+](=O)[O-])c1	5
CO[C@@H](CNC(=O)N1CCNC1=O)c1ccccc1Cl	-3
Cc1noc(C)c1CCC(=O)NCC(C)(O)C1CC1 (stereo not given)	-9
O=C(NCc1cccs1)NCc1cccnc1-c1ccsc1	-6
CCCSc1nnc(CSc2ncccn2)n1-c1ccc(Cl)cc1	7
O=C(NN=Cc1ccncc1)c1ccc(NC(=O)c2cccc(Cl)c2)cc1	3
CN(C)CCN(C(=O)COc1ccccc1F)c1nc2c(C(F)(F)F)cccc2s1	2
O=C(NCCn1ncc2c(=O)n(Cc3ccccc3F)cnc21)C1CC1	2
Cc1ccc(C)c(NC(=O)CN2CCC(C(N)=O)CC2)c1	-16&-7
COc1ccc(-c2cc(C(=O)NC3CCCCC3C)c3c(C)nn(C4CCS(=O)(=O)C4)c3n2)cc1 (stereo not given)	-8
COc1cn2c(cc1=O)C(=O)N(CCNC(=O)c1cccc(Cl)c1)CC2	-10
COc1cccc(CNC(=O)CSc2nc3c(sc(=S)n3-c3ccccc3)c(=O)[nH]2)c1	-7
Cc1ccccc1-c1ccc(N2CCC(C(=O)NC3CC3)CC2)nn1	-7
CCc1ccc(OCc2nc3ccc(OC)cc3[nH]2)cc1	-20
O=C(c1cccs1)N1CCC2(Cl)CCCCC2C1c1ccccc1 (stereo not given)	-2
Cc1ccc2nc3sc(Nc4ccc(F)c(Cl)c4)nn3c(=O)c2c1	-2
Cc1ccc(NN=Cc2c(O)cc(C)oc2=O)cc1	0

Additional entries
SMILES	PriA SSB inh
Cc1cc([C@@H](O)CCNC(=O)c2ccc(Br)o2)c(C)o1	0
O=C(Nc1cnc(N2CCOCC2)nc1)c1ccccc1F	-15
CC(C)c1ccc(CNC(=O)c2n[nH]nc2-c2cccc(Cl)c2)cc1	-7
Cn1nc(CN(C(=O)c2ccsc2)C2CCCC2)cc1C1CC1	-24
O=C(Nc1cccc(-c2ccc3nnc(-c4ccncc4)n3n2)c1)c1ccc(Cl)nc1	-4
O=C(CNS(=O)(=O)c1cccc(Cl)c1)N1CC(S(=O)(=O)c2ccc(F)cc2)C1	-11
COc1ccc(-n2ccn(CC(=O)Nc3ccc(C)c(C)c3)c2=O)cc1	0
COc1cc(C)c(C)cc1S(=O)(=O)NC[C@H](O)c1cccn1C	-11
O=C(CCc1c(F)cccc1Cl)NC1CCN(c2ccc(C(F)(F)F)cn2)C1 (stereo not given)	1
O=C(NCC(=O)N1CCS[C@H](c2ccccc2F)CC1)c1ccccc1	2
O=C(NC(c1ccccc1)c1ccccc1)N[C@H]1CCN(c2ccc(C(F)(F)F)cn2)C1	-4
O=C(NN=Cc1cccc2ccccc12)c1cc2ccccc2o1	-8
O=C(NC1CCS(=O)(=O)C1)c1ccc(S(=O)(=O)N2CCOCC2)cc1 (stereo not given)	-1
O=C(N[C@H](c1cccnc1)C1CCOCC1)c1ccc(-n2cccc2)cc1	13
Cc1cc(NC(=O)C23CC4CC(CC(C4)C2)C3)n(-c2nc3c(cnn3-c3ccc(C)c(C)c3)c(=O)[nH]2)n1	-6
Cc1n[nH]c(C)c1S(=O)(=O)NCCn1nc(-n2cccn2)ccc1=O	-2
Cc1cc(C)n2nc(C(=O)NCc3sc(-c4ccccc4Cl)nc3C)nc2n1	-18
CCCCS(=O)(=O)N1CCN(c2ccc(-n3cccc3)nn2)CC1	-15
NC(=O)c1oc2ccccc2c1NC(=O)C(=O)NCc1c(F)cccc1F	8
O=C(NC[C@@H](c1cccs1)N1CCc2ccccc21)c1ccc2c(c1)OCO2	14
Cc1onc(-c2ccccc2Cl)c1C(=O)N(Cc1nn(C)c2c1CCC2)C1CCCC1	-5
C=CCc1ccccc1OC1OC(CO)C(O)C(O)C1NC(C)=O (stereo not given)	-1
CCN(CC)c1ccc(C=NN2CCN(Cc3ccccc3Cl)CC2)cc1	3
CSc1ccc(-c2noc(Cn3ccn4nc(-c5ccc(Cl)cc5)cc4c3=O)n2)cc1	-1
O=S(=O)(c1cccc(C(F)(F)F)c1)N1CC(c2nc(-c3cccs3)no2)C1	-8

16 entries out of the list, ordered by SMILES length, descending:
SMILES	PriA SSB inh
Cc1cc(NC(=O)C23CC4CC(CC(C4)C2)C3)n(-c2nc3c(cnn3-c3ccc(C)c(C)c3)c(=O)[nH]2)n1	-6
O=C(NC(c1ccccc1)c1ccccc1)N[C@H]1CCN(c2ccc(C(F)(F)F)cn2)C1	-4
O=C(CNS(=O)(=O)c1cccc(Cl)c1)N1CC(S(=O)(=O)c2ccc(F)cc2)C1	-11
O=C(Nc1cccc(-c2ccc3nnc(-c4ccncc4)n3n2)c1)c1ccc(Cl)nc1	-4
Cc1onc(-c2ccccc2Cl)c1C(=O)N(Cc1nn(C)c2c1CCC2)C1CCCC1	-5
O=C(NC[C@@H](c1cccs1)N1CCc2ccccc21)c1ccc2c(c1)OCO2	14
O=C(NC1CCS(=O)(=O)C1)c1ccc(S(=O)(=O)N2CCOCC2)cc1 (stereo not given)	-1
Cc1cc(C)n2nc(C(=O)NCc3sc(-c4ccccc4Cl)nc3C)nc2n1	-18
Cc1n[nH]c(C)c1S(=O)(=O)NCCn1nc(-n2cccn2)ccc1=O	-2
CC(C)c1ccc(CNC(=O)c2n[nH]nc2-c2cccc(Cl)c2)cc1	-7
O=C(NCC(=O)N1CCS[C@H](c2ccccc2F)CC1)c1ccccc1	2
COc1cc(C)c(C)cc1S(=O)(=O)NC[C@H](O)c1cccn1C	-11
Cc1cc([C@@H](O)CCNC(=O)c2ccc(Br)o2)c(C)o1	0
Cn1nc(CN(C(=O)c2ccsc2)C2CCCC2)cc1C1CC1	-24
O=C(NN=Cc1cccc2ccccc12)c1cc2ccccc2o1	-8
O=C(Nc1cnc(N2CCOCC2)nc1)c1ccccc1F	-15

Continuation:
SMILES	PriA SSB inh
N#C/C(=C\c1c[nH]c2ccccc12)C(=O)Nc1cccc(C(F)(F)F)c1	-6
O=C(Cn1nc2ccccc2n1)NN=Cc1cc(Cl)cc([N+](=O)[O-])c1O	4
COc1cccc(C(=O)N2CCN(CC(O)C3CC3)CC2)c1OC (stereo not given)	-14
CC(=O)N1CCc2c(sc(NC(=O)Cn3c(=O)oc4ccccc43)c2C#N)C1	-5
COc1ccc(-c2csc(CN3CCN(C(=O)c4ccc(C)c(C)c4)CC3)n2)cc1	6
CCOC(=O)c1sc(NC(=O)CCSc2ccc(Cl)cc2)c(C#N)c1C	-16
COC(=O)c1ccc(NC(=O)c2csc(Nc3ccccc3)n2)cc1	-25&-6
O=C1C2N=NN(Cc3nc(-c4cccc(Br)c4)no3)C2C(=O)N1c1ccc2c(c1)CCC2 (stereo not given)	-7
COc1cc(NC(=O)Cn2cncn2)ncn1	-7
Cc1[nH]c(=O)[nH]c(=O)c1CCC(=O)Nc1ccc(-c2nn[nH]n2)cc1	0
CCOC(=O)N1CCN(S(=O)(=O)c2ccc3oc(=O)ccc3c2)CC1	2
CCc1ccc(C=C(C#N)C#N)cc1	0
Nc1cc(-c2ccccn2)[nH]n1	17
CCCc1nnsc1C(=O)N1CCCN(S(=O)(=O)c2cnn(C)c2)CC1	-21
O=C(Nc1nnc(-c2ccc(Br)cc2)o1)c1cc(Cl)ccc1Cl	-1
CCc1ccc(NS(=O)(=O)c2[nH]ncc2C(=O)n2nc(C)cc2C)cc1	2
CCc1ccc(-c2cc3c(SCC(=O)Nc4ccc(C)c(F)c4)nccn3n2)cc1	-1
CC(=NOCC(=O)OC(C)C(=O)Nc1ccc(C)c(S(=O)(=O)N2CCOCC2)c1)c1ccc2c(c1)OCO2 (stereo not given)	6
N#Cc1cccc(C(=O)NC2CC(O)C(CO)C2)c1 (stereo not given)	0
O=C(O)c1ccc(S(=O)(=O)NCc2ccco2)cc1	-10
O=C(COc1ccccc1)NCCCn1nc(-c2ccco2)ccc1=O	-16
CC(=O)Nc1cccc(NC(=O)CSc2nc(CC(=O)N3CCCC(C)C3)cs2)c1 (stereo not given)	8
CC1Oc2ccccc2OC1C(=O)NCCn1nc(-n2cccn2)ccc1=O (stereo not given)	-9
CCCc1nnsc1C(=O)NCCn1ccc(-c2cccs2)n1	-12
O=C(CCc1nc2sc3c(c2c(=O)[nH]1)CCCCC3)NCCc1ccc(Cl)cc1	-14

Other compounds.
SMILES	PriA SSB inh
CC1=CC(=O)C=C/C1=N\OC(=O)c1cc([N+](=O)[O-])cc([N+](=O)[O-])c1	-4
O=C(NCCc1ccccc1)NCC1CC(=O)N(c2ccc(F)cc2)C1 (stereo not given)	-3
Cc1cc(C(=O)N(Cc2cc(C3CC3)n(C)n2)C2CCCC2)no1	-10
Cc1ccc(-c2ccc(=O)n(CCCNS(=O)(=O)c3cccnc3)n2)cc1	-16
CC(=O)Nc1ccc(NC(=O)CN2CCN(c3nccn3C)CC2)cc1	2
O=C(c1csc(Nc2ccc(OC(F)F)cc2)n1)N1CCN(c2ccccn2)CC1	7&14
O=C(Cc1cc(=O)[nH]c(SCc2ccccc2)n1)N1CCN(c2ncccn2)CC1	-15
Cc1cc(NS(=O)(=O)c2ccc(NC(=O)c3ccc(S(=O)(=O)N4CCC(C)CC4)cc3)cc2)no1	4
CCOC(=O)C1CCCN(S(=O)(=O)CCCOc2ccc(F)cc2)C1 (stereo not given)	-25
Cc1cccc2sc(NC(=O)CCc3csc(NC(=O)c4ccc[nH]c4=O)n3)nc12	-7
CC(=NNC(=O)c1ccco1)c1ccc(NC(=O)c2cccs2)cc1	11
Cc1ccc(-c2nc3c(c(SCC(=O)Nc4cccc(C(=O)O)c4)n2)Cc2ccccc2O3)cc1	-3
Cc1nc(NCc2ccc3c(c2)OCO3)c2c3c(sc2n1)CCC3	-16
O=S(=O)(NCCOc1ccccc1)c1cc(C(F)(F)F)ccc1Cl	-12
O=C(Cn1cnc2ccccc21)NN=Cc1ccc([N+](=O)[O-])cc1	2
O=C(COc1ccc([N+](=O)[O-])cc1)c1ccccc1	-1
CC(C)Cn1c(=O)c2sccc2n2c(=O)n(Cc3ccc(N4CCCC4=O)cc3)nc12	-11
NC(=O)C1CCN(C(=O)Cc2csc(NC(=O)c3ccc[nH]c3=O)n2)CC1	3
CC(C)c1nc(-c2ccc(N3CCN(C(=O)c4nc5ccccc5s4)CC3)nc2)no1	-2
COc1cc(=O)n(-c2ccc(C)cc2)nc1C(=O)Nc1ccc(Oc2ccccc2)cc1	20
COc1ccc(CCS(=O)(=O)NCC2(c3ccsc3)CCCC2)cc1	-16
N#CC(=C(O)c1ccc2c(c1)OCCO2)c1nc2ccccc2s1	-9
COc1cccc2cc(C(=O)NCc3ccncc3)c(=O)oc12	-13
